Screening results (PubChem BioAssay)
GLD-1 RNA inh: GLD-1-TGE RNA interaction inhibition (C. elegans) | Q17339 | inhibition, % at 5.96 µM | hit rate 0.44% among 320,000 | AID 2280 | purified GLD-1 + fluorescein TGE RNA, fluorescence polarization;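 active = percent inhibition above a per-plate cutoff, the plate mean of test compounds plus 3 SD, cut at about 30% in these data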;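 also: 0% = DMSO wells with GLD-1 and probe and 100% = wells lacking GLD-1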
Yeast superoxide: caloric restriction mimetics inhibiting age-related superoxide in yeast | S. cerevisiae aged cells, superoxide DHE fluorescence; stronger effect = lower value | superoxide response (% of plate mean), % at 10 µM | hit rate 0.18% among 330,000 | AID 2690;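 active = superoxide response under a set limit, about three screen SD below normal, cut at about 65% in these data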;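 also: yeast aged for seven days with compound at 30 °C before DHE staining; 100% = average MFI of all compound-treated wells on the plate with controls excluded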
MEX-5 binding: C. elegans MEX-5 TCR-2 RNA binding activity; hit rate 0.38% among 300,000; activity score (negative = inhibition of binding), % at 10 µM; AID 1832; MEX-5/FITC-TCR2 RNA binding, fluorescence polarization; stronger effect = lower value; Q9XUB2;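 active = inhibition past about -25% in most replicates, and total fluorescence under double the plate's negative control median, limit read from the data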;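 also: 0% = DMSO and -100% = 5 µM competing unlabeled TCR2 RNA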
Target sequence (Q9XUB2 whole entry, looked up): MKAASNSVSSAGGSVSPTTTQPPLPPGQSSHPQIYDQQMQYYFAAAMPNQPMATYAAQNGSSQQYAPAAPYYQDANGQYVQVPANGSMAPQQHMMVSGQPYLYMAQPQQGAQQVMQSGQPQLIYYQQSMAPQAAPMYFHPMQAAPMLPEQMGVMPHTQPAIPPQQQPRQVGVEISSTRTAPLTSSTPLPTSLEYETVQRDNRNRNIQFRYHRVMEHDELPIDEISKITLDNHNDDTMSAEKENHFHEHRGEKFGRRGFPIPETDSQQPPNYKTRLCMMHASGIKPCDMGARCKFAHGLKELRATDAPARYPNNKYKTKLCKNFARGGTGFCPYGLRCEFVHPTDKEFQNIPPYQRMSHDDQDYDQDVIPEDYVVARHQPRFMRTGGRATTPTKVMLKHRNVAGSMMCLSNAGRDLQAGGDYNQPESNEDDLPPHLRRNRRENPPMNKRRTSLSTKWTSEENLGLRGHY
Efflux pump inh: inhibitors of Candida antifungal efflux pumps expressed in yeast; hit rate 0.44% among 330,000; S. cerevisiae Candida pump triplex, Nile Red efflux; inhibition, % at 10 µM;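 active = plate passing quality check with inhibition over a set limit, or well fluorescence over plate mean plus 4 SD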;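 also: Nile Red retained in pooled yeast measured as flow cytometry median fluorescence; 0% = buffer negative control and 100% = Enniatin B positive control; higher means more Nile Red kept so more efflux inhibition; some compounds called inactive have numbers as strong as hits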
Fam108B counter: Fam108B inhibition, counter-screen for RBBP9 inhibitors | recombinant Fam108B, FP-Rh probe fluorescence polarization | inhibition, % at 9.51 µM | hit rate 0.33% among 300,000 | AID 1947;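 active = inhibition above the screen mean inhibition plus 3 SD, computed separately per campaign, cut at about 18% in these data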;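 also: inhibitors lower polarization as less probe binds the enzyme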
MCL1 BIM primary: MCL1-BIM-BH3 interaction inhibition (human) | Q07820 | GST-MCL1 / FITC-Bim-BH3 fluorescence polarization | inhibition, % at 10.9 µM | hit rate 0.68% among 320,000;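 active = inhibition above the mean inhibition of all tested compounds plus 3 SD, set per campaign, cut at about 40% in these data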;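 also: 0% = DMSO wells and 100% = unlabeled Bim-BH3 peptide control; higher means more loss of mP so more displacement of Bim peptide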
Target sequence (Q07820 whole entry, looked up): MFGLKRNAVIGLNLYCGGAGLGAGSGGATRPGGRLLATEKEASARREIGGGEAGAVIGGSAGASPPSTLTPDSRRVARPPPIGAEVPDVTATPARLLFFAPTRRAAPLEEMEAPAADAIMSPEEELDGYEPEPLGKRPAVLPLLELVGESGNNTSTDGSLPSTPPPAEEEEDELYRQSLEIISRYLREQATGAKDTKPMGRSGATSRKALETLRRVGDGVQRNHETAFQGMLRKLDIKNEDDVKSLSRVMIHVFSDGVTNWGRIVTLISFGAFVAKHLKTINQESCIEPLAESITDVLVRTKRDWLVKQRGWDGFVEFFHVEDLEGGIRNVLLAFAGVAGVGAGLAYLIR
Bcl-xL primary: inhibitors of human Bcl-xL; AID 2129; inhibition, % at 10.9 µM; hit rate 0.7% among 320,000; GST-Bcl-xL / FITC-Bim BH3 peptide fluorescence polarization;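 active = inhibition above the mean of all tested compounds plus 3 SD, cutoff set per campaign, cut at about 30% in these data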;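 also: 0% = DMSO wells and 100% = unlabeled Bim-BH3 peptide competitor; inhibitors lower millipolarization by displacing the labeled peptide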
Target sequence (Q07817 whole entry, looked up): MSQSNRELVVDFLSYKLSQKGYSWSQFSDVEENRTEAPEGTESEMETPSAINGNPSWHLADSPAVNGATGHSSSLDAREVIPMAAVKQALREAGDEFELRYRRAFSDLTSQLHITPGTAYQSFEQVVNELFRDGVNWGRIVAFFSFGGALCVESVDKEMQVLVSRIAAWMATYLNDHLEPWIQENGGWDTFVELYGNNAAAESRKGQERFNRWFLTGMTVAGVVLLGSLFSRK
ZTA DNA inh: ZTA (EBV) inhibition in EBNA-1 counter-screen | hit rate 0.15% among 320,000 | ZTA-DNA binding, fluorescence polarization | inhibition, % at 11 µM | P03206 | AID 2234; in the data active = inhibition above about 33%
EBNA-1 inhibitor: blocks EBNA-1 binding to DNA; EBNA-1 DNA binding, fluorescence polarization; inhibition, % at 14.8 µM; hit rate 0.34% among 300,000; in the data active = inhibition above about 28%
* = called active by the depositor; / = no result given; & = joins results of further samples.

SMILES | GLD-1 RNA inh | Yeast superoxide | MEX-5 binding | Efflux pump inh | Fam108B counter | MCL1 BIM primary | Bcl-xL primary | ZTA DNA inh | EBNA-1 inhibitor
Cc1ccc(C)c(N2CCN(C(=O)c3ccc4c(c3)c(C)c(C)n4C)CC2)c1 | -2 | 102 | -0.5 | 0.0 | 1 | -5 | 2 | 2 | -17
CCOc1ccc(NC(=O)CCn2c(=O)[nH]c3ccsc3c2=O)cc1 | 6 | 121 | 1.6 | 0.1 | -2 | 1 | 2 | 11 | 7
CCOC(=O)C(c1ccccc1)C(Nc1ccc(Cl)c(Cl)c1)c1ccccn1 (configuration not stated) | 0 | 116 | 3.0 | 0.1 | -1 | 5 | -4 | -20 | -4
COc1ccc2c(c1OC)CN1CCc3cc4c(cc3[C@@H]1[C@@H]2O)OCO4 | 8 | 97 | -24 | 0.0 | -4 | 23 | 16 | -6 | -1
O=C(c1ccc(Cl)c(S(=O)(=O)N2CCOCC2)c1)N1CCOCC1 | -7 | 99 | 1.5 | 0.1 | 0 | -3 | -3 | 0 | -18
CN(C)/C=C/C(=O)c1ccc(S(=O)c2ccccc2)cc1 (configuration not stated) | -5 | 107 | -0.9 | 0.0 | -1 | -1 | 2 | 8 | -2
COc1ccc(OC)c(NC(=O)C(C)Oc2ccc(Br)cc2)c1 (configuration not stated) | 1 | 93 | 1.3 | 0.0 | 5 | 10 | 10 | -7 | -6
C/C(=N\NC(=O)c1cc(O)cc(O)c1)c1ccc(NC(=O)Cc2ccccc2)cc1 | 6 | 102 | -3.0 | -0.1 | 27* | 78* | 32* | -8 | -4
CCn1c(C)nc2cc(C(=O)NNC(=O)c3ccc(C)cc3)ccc21 | -2 | 97 | / | 0.1 | / | -28 | -10 | 12 | /
Nc1cccc2c1C(=O)N(C(=O)c1ccc(Cl)c(S(=O)(=O)N3CCCCCC3)c1)C2=O | 26 | 114 | -0.2 | 0.0 | -3 | 33 | 37* | -15 | 0
COc1cc(/C=C/c2ccc3cccc([N+](=O)[O-])c3n2)ccc1OCC#N | 4 | 92 | -0.2 | 0.0 | 4 | 10 | 7 | 10 | 6
CCCOc1ccc(C(CC(=O)O)NC(=O)CC(c2ccccc2)c2ccccc2)cc1 (configuration not stated) | 0 | 98 | -0.9 | 0.1 | 3 | 0 | 6 | 1 | 9
O=C(N/C=N/OCc1cccc(C(F)(F)F)c1)N1OC[C@@H]2COc3ccc4ccccc4c3[C@@H]21 | 2 | 100 | 0.7 | 0.1 | -9 | 6 | 6 | -1 | -13
O=C(O)CC12CC3CC(C1)CC(n1ncc(NCc4ccco4)c(Cl)c1=O)(C3)C2 | 11 | 102 | 1.7 | -0.1 | 3 | 3 | 4 | 1 | 3
S=C(NCCc1ccccc1)Nc1ccc(N2CCCCC2)cc1 | -5 | 103 | 1.9 | 0.1 | 5 | 9 | 8 | -1 | 6
CCOc1ccc(C2=CC(=O)C[C@H](c3ccc(OC)cc3)C2)cc1 | 1 | 106 | / | 0.3 | / | 6 | 2 | -1 | /
CC(=O)c1cc2c(cc1NC(=O)CSc1ccc(S(=O)(=O)N(C)C)cn1)OCO2 | 2 | 118 | / | 0.0 | / | 2 | 3 | 5 | /
CN(C)S(=O)(=O)c1cc(C(=O)NCC2CCCO2)c(Cl)cc1Cl (configuration not stated) | 3 | 98 | 2.0 | 0.1 | 1 | 0 | 2 | 6 | -14
CN(CC(=O)N1CCCC1)S(=O)(=O)c1cc(Cl)ccc1Cl | 5 | 101 | -3.0 | 0.0 | 5 | 4 | 2 | -10 | 4
Cc1cccc(N(CC(=O)NC2CCCC2)C(=O)CCC(=O)Nc2nc(C)cs2)c1 | 0 | 97 | -1.1 | -0.3 | -1 | 6 | 6 | -7 | -2
O=c1cc2ncc(-n3cc([N+](=O)[O-])cn3)cn2[nH]1 | -6 | 104 | -2.4 | 0.1 | -2 | 0 | -2 | 17 | -10
CN(C)C(=O)CN1CCN(Cc2nc(CC3CC3)no2)CC1 | -3 | 85 | -0.4 | 0.0 | -1 | -1 | 3 | 3 | -8
O=C(Cc1cc(=O)[nH][nH]1)N/N=C/C=C/c1ccccc1 | 1&1 | 94&99 | -0.9&2.5 | 0.1&-0.1 | 3&-1 | 8&18 | 7&9 | -4&-9 | 17&-9
COc1ccc(-c2noc(N3CCC(C(=O)N(C)c4ccccc4C)CC3)n2)cc1 | -2 | 113 | 0.0 | -0.1 | 3 | -1 | 2 | 12 | -1
CCOC(=O)N1CCN(C(=O)c2c(-c3ccccc3Cl)noc2C)CC1 | 6 | 102 | -3.2 | 0.1 | 0 | 0 | 3 | -1 | -12
CCc1ccc(C2CC(c3ccccc3)n3ncnc3N2)cc1 (configuration not stated) | 3 | 98 | 0.3 | -0.1 | 2 | 0 | 4 | 1 | -9
O=C(NCCC1CCCCN1S(=O)(=O)c1ccc(Cl)cc1)C(=O)NCc1ccncc1 (configuration not stated) | 4 | 126 | 1.7 | 0.0 | 2 | 1 | -4 | 7 | -6
CCOc1ccc2oc(C(=O)OCC(=O)NC(=O)NC)c(C)c2c1 | -4 | 106 | / | 0.0 | 2 | 5 | 4 | -6 | -8
CCOc1cc(C(=O)Nc2ccc(N3CCOCC3)cc2)cc(Br)c1OC | -4 | 106 | -0.2 | -0.1 | 1 | 0 | 1 | -4 | -8
CCOc1ccc(CC(=O)Nc2sc(Cc3ccccc3)c(C)c2C(N)=O)cc1OCC | 8 | 104 | 2.0 | 0.1 | 0 | -2 | -3 | 18 | 7
COc1ccc(NC(=O)CNc2cc(C)ccc2C)cc1S(=O)(=O)N1CCOCC1 | -3 | 104 | / | -0.1 | / | -1 | 2 | 6 | /
COc1ccccc1NC(=O)c1nn(-c2ccc(Cl)cc2)ccc1=O | -7 | 138 | / | 0.1 | -5 | -7 | -2 | -7 | -13
Cc1cccc2c1cnn2C(=O)CCC(=O)N1CC(C)CC(C)C1 (configuration not stated) | 5 | 113 | 1.9 | 0.5 | -6 | -1 | -5 | -1 | -9
CN(CCCNC(=O)c1cc2c(=O)[nH]c3ccccc3c2n1C)Cc1ccccc1 | -6 | 101 | 1.2 | 0.1 | -1 | -1 | 2 | 2 | -4
CC1(C)OC(=O)C(=CNc2cccc(O)c2)C(=O)O1 | 5 | 102 | -0.4 | -0.2 | 1 | 10 | 10 | -8 | 8
COc1ccc(OCC(=O)Nc2cccc(NC(=O)c3ccco3)c2)cc1 | 8 | 99 | -2.8 | -0.2 | -1 | 9 | 3 | 11 | 14
O=C1CCc2cc(S(=O)(=O)N3CCCCC3)cc3c2N1CCC3 | -6 | 104 | 1.0 | 0.5 | 0 | 7 | 8 | -6 | -5
COc1cc(/C=C2/C(=O)c3cccc([N+](=O)[O-])c3C2=O)c(Br)cc1O | 4 | 117 | / | -0.5 | 27* | 32 | 26 | 9 | 7
CCOC(=O)C1(CCOc2ccccc2)CCN(Cc2ccc3nonc3c2)CC1 | 2 | 86 | 1.0 | -0.1 | -1 | 0 | 0 | 18 | 10
Cc1cc(Nc2ccccc2)c2c([N+](=O)[O-])cc(C)c(C)c2n1 | 5 | 107 | -2.1 | 0.1 | 4 | 2 | 8 | -6 | -9

2 compounds picked at random from those above:
SMILES | GLD-1 RNA inh | Yeast superoxide | MEX-5 binding | Efflux pump inh | Fam108B counter | MCL1 BIM primary | Bcl-xL primary | ZTA DNA inh | EBNA-1 inhibitor
CN(C)/C=C/C(=O)c1ccc(S(=O)c2ccccc2)cc1 (configuration not stated) | -5 | 107 | -0.9 | 0.0 | -1 | -1 | 2 | 8 | -2
CC(=O)c1cc2c(cc1NC(=O)CSc1ccc(S(=O)(=O)N(C)C)cn1)OCO2 | 2 | 118 | / | 0.0 | / | 2 | 3 | 5 | /

Remaining list, next part:
SMILES | GLD-1 RNA inh | Yeast superoxide | MEX-5 binding | Efflux pump inh | Fam108B counter | MCL1 BIM primary | Bcl-xL primary | ZTA DNA inh | EBNA-1 inhibitor
CCN(CC)C(=O)c1sc(NC(=O)c2cc(-c3ccc(C)s3)nc3ccccc23)c(C(=O)OC)c1C | -1 | 107 | 2.6 | 0.1 | -7 | 3 | 5 | -17 | -8
O=C(Nc1ccccc1)C1=C[C@@H](C2CC2)C[C@@H](OCCCCO)O1 | 8 | / | -0.1 | / | 0 | 4 | 5 | -8 | 11
O=C(Nc1ccncc1)c1cccc(S(=O)(=O)N2CCCC2)c1 | 5 | 107 | 0.9 | 0.0 | -1 | 0 | -1 | 13 | 3
CCN(CC)CC(O)CN(c1ccccc1)S(=O)(=O)c1ccc2ccccc2c1 (configuration not stated) | 0 | 93 | -3.4 | -0.2 | 2 | 2 | 1 | 15 | 6
NNc1nc2cc3c(cc2s1)OCCO3 | -1 | 81 | -0.9 | -0.1 | 8 | 2 | 3 | -2 | -2
COc1ccc(OC)c(-c2csc(NC(=O)C3=NN(c4ccccc4)C(=O)CC3)n2)c1 | 3 | 120 | 2.1 | 0.1 | -1 | -4 | 0 | 2 | 1
O=C(CCS(=O)(=O)c1ccc(Br)cc1)N1CCN(Cc2ccccc2)CC1 | -1 | 92 | 0.9 | 0.0 | 2 | 6 | 10 | -11 | 3
Cc1nn(-c2ccccc2)c(N2CCCC2)c1/C=N/NC(=O)c1cccc(S(=O)(=O)Nc2ccc(Cl)cc2)c1 | 6 | 100 | -2.6 | -0.6 | 22* | 8 | 2 | 3 | 14
CCOn1c(=O)c(-c2cccs2)[n+]([O-])c2ccccc21 | 16 | 88 | 0.1 | 0.0 | -1 | -1 | -2 | -3 | -19
CCCCc1ccc(N/C(N)=N/c2nc(C)cc(C)n2)cc1 | -5 | 95 | 2.0 | 0.0 | 4 | 3 | 4 | 10 | 4
CC(C)(C)c1ccc(OCCC(=O)NNC(=O)c2ccccc2)cc1 | 10 | 91 | 0.7 | -0.1 | 1 | 4 | 0 | -1 | 3
Cc1ccc(C(c2nnnn2C2CCCCC2)N2CCc3ccccc32)cc1 (configuration not stated) | -2 | 95 | -2.0 | 0.2 | -1 | 7 | 5 | 15 | 1
CCCS(=O)(=O)N1CCCC(C(=O)NCCc2ccc(Cl)cc2)C1 (configuration not stated) | 0 | 97 | -0.6 | -0.1 | 3 | -1 | 2 | 6 | 8
O=C1c2ccccc2C(=O)N1CCCc1nc(-c2ccccn2)no1 | 2 | 108 | -0.2 | 0.0 | -1 | -2 | -1 | 18 | 3
CCN(CC)C(=S)Nc1ccc(C(=O)OC)cc1 | 8 | 94 | -1.6 | -0.1 | -1 | -1 | 3 | 23 | 0
COc1ccc(CNC(=O)CCCC2=NS(=O)(=O)c3ccccc3N2)cc1 | -5 | 101 | 5.0 | 0.2 | 1 | -4 | -3 | 2 | -21
O=C1/C(=C/c2cccc(Cl)c2)SC(=S)N1CCC(=O)N1CCCCC1CCO (configuration not stated) | 3 | 129 | 0.8 | -0.1 | -11 | 1 | 0 | 6 | -6
COc1cc(/C=C/C(=O)O)ccc1O | 1 | 88 | 0.2 | -0.1 | 2 | 0 | 4 | 3 | 4
CC(=N)c1c(O)c2ccccc2oc1=O | -10 | 98 | -2.4 | 0.1 | -1 | 2 | 2 | -14 | -1
CCC(C(=O)Nc1c[nH]c(=O)[nH]c1=O)c1ccccc1 (configuration not stated) | 1 | 114 | -0.2 | 0.2 | 0 | 1 | -1 | 8 | 0
Cc1cccc(N(CC(O)CN2CCOCC2)S(=O)(=O)c2ccccc2)c1 (configuration not stated) | 2 | 106 | -0.9 | -0.1 | 2 | 1 | 1 | -18 | -10
COC(=O)c1cc(S(=O)(=O)N2CCC(c3cc(OC)ccc3OC)C2)c[nH]1 (configuration not stated) | 6 | 116 | 1.7 | -0.1 | -6 | 8 | 0 | 9 | 1
COc1ccccc1C1CC(c2ccc(Cl)cc2)Nc2ncnn21 (configuration not stated) | -5 | 102 | -0.2 | 0.0 | 0 | 8 | 6 | 2 | -3
